CHRM5 antagonist: CHRM5 antagonism in calcium assay | P08912 | AID 624040 | CHO-hM5 cells, Fluo-8 calcium fluorescence, ACh EC80 | actives 0.59% (n = 360,000) | inhibition, % at 3 µM;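 active means inhibition above a per-plate cutoff, the mean of that plate's test compounds plus 3 SD, cut at about 27% in these data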;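 further: 0% = acetylcholine EC80 with DMSO and 100% = DMSO without agonist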
Target sequence (P08912 whole entry, looked up): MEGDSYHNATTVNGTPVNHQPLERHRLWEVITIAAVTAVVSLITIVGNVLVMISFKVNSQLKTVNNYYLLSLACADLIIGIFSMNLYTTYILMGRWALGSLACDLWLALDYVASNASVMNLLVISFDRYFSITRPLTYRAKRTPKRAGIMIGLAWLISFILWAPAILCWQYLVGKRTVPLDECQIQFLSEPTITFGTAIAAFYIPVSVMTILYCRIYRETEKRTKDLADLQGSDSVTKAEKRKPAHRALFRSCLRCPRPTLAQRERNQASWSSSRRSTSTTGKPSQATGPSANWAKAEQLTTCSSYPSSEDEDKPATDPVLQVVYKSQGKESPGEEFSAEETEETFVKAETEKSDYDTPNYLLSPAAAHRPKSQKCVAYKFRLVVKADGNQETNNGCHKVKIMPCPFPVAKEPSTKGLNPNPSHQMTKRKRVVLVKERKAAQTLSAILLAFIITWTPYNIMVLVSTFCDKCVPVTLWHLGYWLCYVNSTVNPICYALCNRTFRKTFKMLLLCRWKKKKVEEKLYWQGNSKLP
CHRM1 agonist: activates human CHRM1 receptor; actives 0.33% (n = 360,000); CHO-K1 hM1, Fluo-8 calcium fluorescence, agonist mode; 0% DMSO, 100% acetylcholine EC100; activation, % at 3 µM; P11229;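 active means activation above the run's mean compound activation plus 3 SD, cut at about 16% in these data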;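 further: peak over basal fluorescence ratio within a 140 s kinetic read after compound addition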
TAAR1 ag: agonists of human TAAR1; CHO RD-HGA16 TAAR1, Fluo-8 calcium fluorescence; vehicle wells 0%, saturating PEA agonist 100%; activation, % at 3 µM; actives 0.99% (n = 360,000); AID 624467;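 active means activation above the mean activation of all test compounds in the run plus 3 SD, cut at about 38% in these data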
Target sequence (Q96RJ0 whole entry, looked up): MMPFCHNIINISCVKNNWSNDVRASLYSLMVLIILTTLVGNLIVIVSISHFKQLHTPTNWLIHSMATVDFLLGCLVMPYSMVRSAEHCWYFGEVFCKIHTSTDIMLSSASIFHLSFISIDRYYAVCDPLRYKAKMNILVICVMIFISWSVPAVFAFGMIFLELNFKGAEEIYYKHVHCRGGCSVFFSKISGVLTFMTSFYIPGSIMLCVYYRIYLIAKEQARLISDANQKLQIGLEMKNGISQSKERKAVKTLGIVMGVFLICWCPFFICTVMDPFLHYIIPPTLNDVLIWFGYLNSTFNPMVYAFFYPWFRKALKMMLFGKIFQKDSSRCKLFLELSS
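test system = CHO RD-HGA16 cells carrying human TAAR1 plus Gα16 | schedule = 17-24 h seeding, 75 min 37 °C dye, 30 min RT | compound dosing = 3 µM single concentration | control set = DMSO and PEA EC100 | replicates = n 1 | signal = Fluo-8 fluorescence, 5 s baseline then 140 s kinetic read | measure = percent activation vs PEA EC100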
CHRM5 agonist: agonists of human muscarinic M5 receptor (CHRM5); P08912; CHO-K1 hM5 cells, Fluo-8 calcium fluorescence; 0% DMSO wells, 100% maximal acetylcholine response; activation, % at 3 µM; actives 0.19% (n = 360,000); AID 624037;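 active means activation above the run's mean over test compounds plus 3 SD, cut at about 23% in these data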;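 further: signal is peak over basal fluorescence ratio across the kinetic read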
CHRM1 antagonist: blocks human M1 muscarinic receptor | P11229 | CHO-K1 hM1, Fluo-8 calcium fluorescence, ACh EC80 antagonist | actives 1.3% (n = 360,000) | inhibition, % at 3 µM;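 active means percent inhibition above its own plate's cutoff, namely the mean of that plate's compound wells plus 3 SD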;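 further: peak over basal fluorescence ratio during 140 s after agonist addition; 0% = ACh EC80 plus DMSO and 100% = DMSO alone without agonist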
CHRM4 antagonist: antagonists of human muscarinic M4 receptor (CHRM4). P08173. CHO-hM4 cells, ACh EC80, Fluo-8 calcium fluorescence. inhibition, % at 3 µM. actives 0.73% (n = 360,000). AID 624125;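 active means inhibition above its plate's cutoff, the mean inhibition of sample wells plus 3 SD, cut at about 27% in these data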;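 further: 0% = acetylcholine EC80 with DMSO and 100% = DMSO without agonist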
M4 ag: CHRM4 agonism in calcium assay. CHO-K1 hM4/Gqi5, Fluo-8 calcium fluorescence; vehicle 0%, full acetylcholine response 100%. AID 624127. P08173. activation, % at 3 µM. actives 0.14% (n = 360,000);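 active means activation above the run mean over all test wells plus 3 SD, cut at about 32% in these data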;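 further: peak over basal fluorescence ratio per well then scaled between controls; 0% = DMSO wells and 100% = acetylcholine at EC100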
CHRM1 PAM: human CHRM1 positive allosteric modulation. CHO-K1 hM1, Fluo-8 calcium fluorescence, ACh EC20; 0% = ACh EC20, 100% = maximal ACh. activation, % at 3 µM. P11229. actives 0.088% (n = 360,000). AID 588819; in the data active means activation above about 19%, passing the limit was not always enough
M5 PAM: CHRM5 positive allosteric modulation | CHO-K1 hM5, Fluo-8 calcium, ACh EC20 PAM; 0% = ACh EC20, 100% = ACh EC100 | actives 0.3% (n = 360,000) | activation, % at 3 µM;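 active means activation above the run cutoff, the mean activation of all test compounds plus 3 SD, cut at about 18% in these data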
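Assay system – human M5 receptor in CHO-K1 cells · Read-out – % activation, ACh-normalized · Technique – Fluo-8 calcium fluorescence · Dosing – single-point, 3 µM nominal · Incubation – Fluo-8 loading 80 min at 37 °C plus 30 min room temperature · Repeats – singlicate, one well per test compound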
Active calls of the source: *; . = no result given. Some of the compounds tested; rates above refer to the full screens.

| mol | CHRM5 antagonist | CHRM1 agonist | TAAR1 ag | CHRM5 agonist | CHRM1 antagonist | CHRM4 antagonist | M4 ag | CHRM1 PAM | M5 PAM |
| --- | --- | --- | --- | --- | --- | --- | --- | --- | --- |
| Cc1c2c(=O)n(-c3nc4ccccc4s3)nc-2cc(O)n1Cc1ccccc1 | 0 | 4 | . | 6 | 2 | -6 | 0 | 14 | 7 |
| O=C(CN1CCN(C(=O)C2CCCO2)CC1)Nc1cc(Cl)ccc1Cl (centres undefined) | -4 | -1 | 1 | -3 | -1 | -4 | 2 | -1 | 5 |
| CN(C)c1ccc(Nc2ccc([N+](=O)[O-])cn2)cc1 | 1 | -6 | -4 | -6 | -6 | 3 | -1 | 6 | -15 |
| Cc1ccc(OCc2nc3ccccc3n2C(C(=O)NC(C)(C)C)c2ccccc2)cc1 (centres undefined) | -1 | . | 1 | -5 | . | -1 | 8 | . | -2 |
| CCOc1ccc(-c2c(C(=O)N/N=C(\C)c3ccco3)nnn2-c2nonc2N)cc1 | 16 | 15 | 115* | -1 | -9 | -1 | 6 | 8 | -6 |
| Cc1cccc(NS(=O)(=O)c2cnc[nH]2)c1 | 5 | -3 | -1 | -1 | -18 | -2 | 0 | 6 | -5 |
| CSC1=NCCN1C(=O)c1cccc(Br)c1 | -3 | -4 | 0 | -1 | -17 | -3 | 0 | 3 | 2 |
| Cc1cc(C(=O)N2CCC2(C)C(=O)Nc2ccc3[nH]ncc3c2)nn1C (centres undefined) | 2 | -3 | 1 | 0 | -4 | -11 | 2 | -2 | -2 |
| COC(=O)COC(=O)CC(CC(N)=O)c1ccccc1 (centres undefined) | -3 | -6 | 8 | -2 | -5 | 3 | 0 | 10 | 3 |
| C(#CC12CC3CC(CC(C3)C1)C2)CN1CCOCC1 | 4 | -4 | 6 | 2 | -11 | 3 | 2 | 9 | -8 |
| CC1(C)CC(=O)C=C(Nc2ccc(OCC(F)(F)C(F)F)cc2)C1 | -1 | -4 | 1 | -6 | -32 | -8 | 1 | 2 | -2 |
| O=C(Cn1c(Cc2ccccc2)nc2ccccc21)NCc1ccc2c(c1)OCO2 | 2 | -8 | 10 | -1 | -9 | -6 | 1 | 3 | 0 |
| c1ccc(C2c3[nH]c4ccccc4c3CCN2Cc2cccn2-c2cccnc2)nc1 (centres undefined) | 1 | -13 | -1 | -6 | -7 | -23 | 7 | -3 | -6 |
| COc1ccc(NC(=O)c2cc3ccccc3o2)cc1OC | -1 | -1 | 2 | 1 | -3 | -5 | 2 | -3 | -1 |
| Cn1cnc([N+](=O)[O-])c1SCC(O)CN1CCCCC1 (centres undefined) | -6 | -11 | 3 | -1 | 4 | -6 | 1 | -2 | 7 |
| O=C(CCl)NC(Cc1ccccc1)C(=O)OCC(=O)c1ccc(-c2ccccc2)cc1 (centres undefined) | 14 | -5 | 5 | -8 | 29 | 27* | 9 | -22 | -35 |
| CS(=O)(=O)c1ccc(-c2nnn(CC(=O)Nc3ccc4c(c3)OCCO4)n2)cc1 | 11 | -3 | -1 | -2 | -6 | -2 | 1 | 8 | 0 |
| Cc1nnc(NC(=O)c2ccc(N3CCCC3=O)cc2)s1 | 7 | 0 | 1 | -1 | -9 | 0 | 0 | 4 | -1 |
| CCN(CC)S(=O)(=O)c1cccc(NC(=O)c2cccc(S(=O)(=O)N3CCCC3)c2)c1 | 10 | -4 | 2 | -5 | 14 | 4 | 13 | -17 | -18 |
| O=[N+]([O-])c1cccc(S(=O)(=O)Nc2ccccn2)c1 | 11 | -3 | 0 | 0 | -3 | -12 | 0 | 2 | -4 |

Entries listed so far that have a halogen:
| mol | CHRM5 antagonist | CHRM1 agonist | TAAR1 ag | CHRM5 agonist | CHRM1 antagonist | CHRM4 antagonist | M4 ag | CHRM1 PAM | M5 PAM |
| --- | --- | --- | --- | --- | --- | --- | --- | --- | --- |
| O=C(CN1CCN(C(=O)C2CCCO2)CC1)Nc1cc(Cl)ccc1Cl (centres undefined) | -4 | -1 | 1 | -3 | -1 | -4 | 2 | -1 | 5 |
| CSC1=NCCN1C(=O)c1cccc(Br)c1 | -3 | -4 | 0 | -1 | -17 | -3 | 0 | 3 | 2 |
| CC1(C)CC(=O)C=C(Nc2ccc(OCC(F)(F)C(F)F)cc2)C1 | -1 | -4 | 1 | -6 | -32 | -8 | 1 | 2 | -2 |
| O=C(CCl)NC(Cc1ccccc1)C(=O)OCC(=O)c1ccc(-c2ccccc2)cc1 (centres undefined) | 14 | -5 | 5 | -8 | 29 | 27* | 9 | -22 | -35 |

(listing goes on)
| mol | CHRM5 antagonist | CHRM1 agonist | TAAR1 ag | CHRM5 agonist | CHRM1 antagonist | CHRM4 antagonist | M4 ag | CHRM1 PAM | M5 PAM |
| --- | --- | --- | --- | --- | --- | --- | --- | --- | --- |
| CCOc1ccccc1-c1cc(C(=O)N/N=C/c2cccnc2)c2ccccc2n1 | 9 | -2 | 7 | -3 | -4 | -18 | 5 | -5 | -10 |
| CCOc1ccccc1NC(=O)C1CCCN(S(=O)(=O)c2ccccc2)C1 (centres undefined) | 9 | -4 | 0 | -4 | -14 | 4 | 3 | 11 | -3 |
| Brc1ccc(CSc2nnc(-c3ccco3)o2)cc1 | 4 | -7 | 8 | -5 | 14 | 0 | -1 | -7 | -2 |
| CCCCN(C)CCNC(=O)Cn1ncc2c(=O)oc3ccc(C)cc3c21 | 1 | -6 | 0 | -2 | -5 | -28 | 1 | 3 | 0 |
| COc1cccc(CN(C)C(=O)c2ccc(NS(=O)(=O)c3ccc4[nH]c(=O)[nH]c4c3)cc2)c1OC | 16 | -4 | 1 | -2 | -1 | 3 | 1 | 1 | -5 |
| COc1ccc2c(=O)c(-c3ccccc3)c(C)oc2c1 | -16 | -5 | 15 | -3 | -13 | -14 | -3 | 16 | 2 |
| O=C(CSc1nc2cc(Cl)ccc2s1)NC(=O)NCc1ccco1 | -7 | 6 | -1 | 1 | -4 | 2 | 0 | 16 | 3 |
| CCOc1ccccc1N(C)C(=O)c1sc2ncn(CC(=O)N3CCCCC3C)c(=O)c2c1C (centres undefined) | 13 | -11 | 2 | -4 | -3 | 0 | 3 | 3 | -4 |
| Cn1c(N)c(C(=O)COC(=O)Cc2cccs2)c(=O)n(C)c1=O | -3 | 0 | 3 | 7 | 0 | -6 | 2 | 2 | 4 |
| O=C(NCc1cccs1)c1nc2c(nnn2Cc2ccccc2Cl)c(=O)[nH]1 | 4 | -3 | 3 | -1 | 5 | 13 | -3 | -2 | 1 |
| CC1(C)C[C@H]2C3=CCC4[C@@]5(C)CC[C@H](O)C(C)(C)C5CC[C@@]4(C)[C@]3(C)[C@@H](O)[C@@H](O)[C@@]2(CO)[C@@H](O)[C@@H]1O (some centres undefined) | 15 | -4 | 19 | 0 | -1 | -4 | 1 | 8 | -6 |
| COc1ccc(C(=O)Nc2ccc3c(c2)OCCO3)cc1Br | 5 | -3 | 5 | 1 | 0 | 2 | 1 | 4 | -2 |
| CCc1ccc(C(=O)CN(C#N)c2nc(C)cc(C)n2)cc1 | -4 | -4 | 5 | -12 | 7 | 0 | -1 | -2 | 0 |
| Cc1ccc2cc(CN(CCN3CCOCC3)Cc3nnnn3Cc3ccco3)c(=O)[nH]c2c1C | -10 | -4 | 8 | -1 | 3 | -4 | 0 | 0 | 1 |
| CCOC(=O)C1=CC[C@@H](c2ccc(OC)cc2)N(S(=O)(=O)c2ccc(C)cc2)[C@H]1CC | 13 | -2 | 0 | 0 | -9 | -4 | -1 | 6 | -8 |
| COc1ccc(S(=O)(=O)N2CCOC23CCN(S(=O)(=O)c2cc(C)ccc2OC)CC3)cc1 | 0 | -2 | 3 | 1 | -5 | -3 | 2 | 5 | -4 |
| CCNc1nc(NC(C)(C)C)nc(N2CCCC2)n1 | 3 | -5 | 25 | -14 | 22 | 1 | 2 | -18 | -20 |
| Cc1ccn2c(NCc3ccc4c(c3)OCO4)c(-c3ccc(O)cc3)nc2c1 | 7 | -12 | 18 | -1 | 20 | 13 | 2 | -17 | -3 |
| O=C(O)c1ccc(COc2ccccc2Cl)cc1 | 0 | 0 | 8 | 3 | 1 | 19 | 1 | 6 | 2 |
| O=C1c2ccccc2C(=O)N1Cc1ccco1 | -4 | -6 | 0 | -9 | 4 | 1 | 1 | 2 | 1 |

(next part)
| mol | CHRM5 antagonist | CHRM1 agonist | TAAR1 ag | CHRM5 agonist | CHRM1 antagonist | CHRM4 antagonist | M4 ag | CHRM1 PAM | M5 PAM |
| --- | --- | --- | --- | --- | --- | --- | --- | --- | --- |
| O=C(CNC(=O)c1ccc2ccccc2c1)OCC(=O)N1CCN(S(=O)(=O)c2ccc3ccccc3c2)CC1 | 8 | -9 | 4 | -2 | 9 | 10 | 8 | -1 | -6 |
| O=C(CCCCl)N1CCc2[nH]c3ccccc3c2C1 | 2 | 24* | 89* | 6 | -17 | -19 | 0 | -2 | -12 |
| C[C@@H](C(=O)OCC(=O)Nc1cc(S(=O)(=O)N2CCOCC2)ccc1Cl)N1C(=O)C2CCCCC2C1=O (some centres undefined) | 4 | 0 | 13 | 5 | 9 | 3 | 15 | -7 | -9 |
| CN1OC[C@@H]2CN(S(=O)(=O)c3cccc4ccccc34)[C@H](c3ccc(N4CCCCC4)cc3)C[C@@H]21 | 1 | -11 | -2 | -4 | 6 | -17 | -1 | -5 | -6 |
| CCOC(=O)c1cc2c(nc1N)CCCC2 | 7 | -3 | -1 | 0 | -8 | 3 | 2 | 4 | 1 |
| COc1ccc(/C=N/N(C)C2=NCCN2)c(OC)c1OC | 0 | -6 | 3 | -3 | -6 | 4 | 0 | 6 | 7 |
| O=C(NCCN1CCOCC1)/C(=C\c1ccc(F)cc1)NC(=O)c1ccccc1 | 9 | -4 | 0 | -4 | -3 | 7 | 1 | -1 | -4 |
| CC1=CC(C)C(C(=O)O)C(C(=O)Nc2cccnc2)C1 (centres undefined) | -6 | -3 | 2 | 1 | 8 | 9 | 1 | 0 | 8 |
| COc1cccc(OC)c1C(=O)Nc1ccc(CN2CCOCC2)cc1 | -14 | -5 | 5 | -1 | -25 | -10 | 2 | 3 | 10 |
| CCOCCCN(C(=O)Cn1nnc2ccccc21)C(C(=O)NCc1ccco1)c1ccncc1 (centres undefined) | -4 | -2 | 7 | -1 | -20 | -4 | 0 | 5 | 4 |
| Cc1ccccc1/C=C/c1nc2ccccc2c(=O)n1CCc1ccccc1 | -6 | -1 | 1 | -1 | 0 | -6 | -3 | 1 | 10 |
| Cc1ccc(-n2cc(CN3CCN(c4ccccn4)CC3)c(-c3ccc(F)cc3)n2)cc1 | 12 | -6 | -2 | 0 | -6 | -1 | 0 | 2 | 2 |
| O=C(COC(=O)COc1ccccc1)Nc1ccccc1OC(F)F | 7 | -4 | 5 | -2 | -16 | 5 | 0 | 9 | -6 |
| O=c1oc2ccccc2cc1-c1nc2c(s1)CCc1ccccc1-2 | 2 | -4 | 1 | -1 | -7 | 4 | 2 | 7 | -1 |
| Cc1ccc(S(=O)(=O)CCC(=O)OCc2ccc(Cl)cc2)cc1 | -4 | -10 | 9 | -5 | -7 | 8 | 1 | 3 | 2 |
| O=C(CC1NCCc2ccccc21)Nc1ccc(Cl)cc1 (centres undefined) | 5 | -6 | 7 | -1 | 16 | -3 | 18 | -22 | -18 |
| Cc1cc(Cl)ccc1N(CC(=O)NCCSCc1ccco1)S(C)(=O)=O | 2 | -4 | 0 | -1 | 1 | 4 | 1 | -2 | -2 |

Compound activity as filed in PubChem BioAssay.
